S100A4 inh HTS – S100A4-myosin IIA interaction inhibition. S100A4/TAMRA-MyoIIA peptide fluorescence polarization. actives 0.14% (n = 360,000). inhibition, % at 10.7 µM. P26447;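 active means mean inhibition of at least 70% across replicates, with every replicate also reaching that level; inconclusive means mean inhibition reaches 70% but some replicates fall short; inactive means mean inhibition below 70%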
Target sequence (P26447 whole entry, looked up): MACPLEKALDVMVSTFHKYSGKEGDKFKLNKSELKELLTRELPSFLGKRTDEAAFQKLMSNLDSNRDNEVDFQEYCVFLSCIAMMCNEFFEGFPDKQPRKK
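System – human S100A4 monomer protein, biochemical binding assay · Buffer or medium – Calcium-containing HEPES buffer, pH 7.2 · Timing – 5 min between mix addition and reading · Also added – TAMRA-labelled myosin IIA heavy-chain peptide probe, 5 nM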
Statin myotox sup – protects C2C12 myotubes from simvastatin toxicity | ATP luminescence, 48 h; scaled: DMSO 0, geranylgeraniol control 100 | actives 0.78% (n = 330,000) | rescue of ATP level, % at 7.49 µM;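 active means mean ATP rescue above about 67%, or every replicate alone reaching that limit, limit read from the data, passing the limit was not always enough; inconclusive means no clear call, values can overlap the other calls; inactive means mean under the limit and some replicate under it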;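 further: myotubes were challenged with 10 µM simvastatin during compound exposure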
PglD inh – blocks C. jejuni PglD acetyltransferase activity; purified PglD enzyme, DTNB colorimetric CoA detection; inhibition, % at 12.5 µM; actives 0.098% (n = 360,000); in the data active means inhibition above about 16%, passing the limit was not always enough; inconclusive means no clear call, values can overlap the other calls; further: strong numbers were not always called active
DENV2 CPE rescue – DENV2-induced cell death inhibition. DENV2-infected cells, cytopathic effect rescue, plate reader. CPE inhibition, % at 9.99 µM. actives 1.7% (n = 350,000); in the data active means CPE inhibition above about 20%, passing the limit was not always enough; inconclusive means no clear call, values can overlap the other calls; tested in BHK-21 cells;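 further: 0% = median of neutral control wells and 100% = median of positive control wells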
E-selectin induc – induces E-selectin expression in human endothelial cells. HUVEC E-selectin immunofluorescence imaging; normalized: neutral wells 0, TNF-alpha wells 100. activation, % at 7.58 µM. actives 0.37% (n = 260,000). P16581;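 active means mean E-selectin-positive cell signal at least 10% of the positive control, reached in at least 60% of replicates, without over 20% cell loss; inconclusive means no rule given, readout overlaps actives, possibly toxicity-flagged; inactive means the rest, including those meeting only one limit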;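 further: in these data hits start at about 27%; measured in HUVEC primary endothelial cells; signal is the percent of cells scored E-selectin positive by PE staining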
Target sequence (P16581 whole entry, looked up): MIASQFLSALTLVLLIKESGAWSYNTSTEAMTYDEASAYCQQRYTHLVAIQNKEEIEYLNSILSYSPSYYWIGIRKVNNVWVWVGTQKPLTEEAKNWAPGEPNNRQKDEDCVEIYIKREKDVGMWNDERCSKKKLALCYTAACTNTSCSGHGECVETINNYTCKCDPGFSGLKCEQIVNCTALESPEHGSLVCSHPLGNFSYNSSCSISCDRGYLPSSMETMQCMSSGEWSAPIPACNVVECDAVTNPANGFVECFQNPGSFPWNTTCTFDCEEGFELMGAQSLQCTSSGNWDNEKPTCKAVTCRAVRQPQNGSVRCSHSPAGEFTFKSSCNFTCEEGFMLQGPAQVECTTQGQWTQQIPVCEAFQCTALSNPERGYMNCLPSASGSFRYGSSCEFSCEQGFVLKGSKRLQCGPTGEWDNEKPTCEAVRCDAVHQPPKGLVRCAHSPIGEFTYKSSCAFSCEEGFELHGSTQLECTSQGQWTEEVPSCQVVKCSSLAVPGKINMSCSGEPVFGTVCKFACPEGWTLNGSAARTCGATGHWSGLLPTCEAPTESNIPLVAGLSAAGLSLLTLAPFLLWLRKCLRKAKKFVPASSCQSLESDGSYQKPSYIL
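Read-out basis: % PE-positive cells; Test system: HUVEC primary endothelial cells; Technique: immunofluorescence imaging; Dosing: single-point compound dose.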
ERp5 block – ERp5 (human) disulfide isomerase inhibition | inhibition, % at 9.99 µM | actives 0.05% (n = 350,000) | ERp5 insulin aggregation, absorbance 650 nm, 90 min;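 active means mean replicate inhibition above about 25%, with every replicate also reaching it, limit read from the data, passing the limit was not always enough; inconclusive means only one of those two criteria met; inactive means neither criterion met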
SIRT5 inh – blocks human SIRT5 desuccinylation of peptide. actives 1.1% (n = 330,000). Purified SirT5, succinyl-peptide AMC, trypsin-coupled fluorescence. inhibition, % at 15 µM. Q9NXA8; in the data active means inhibition above about 15%; inconclusive means no clear call, values can overlap the other calls
Target sequence (Q9NXA8 whole entry, looked up): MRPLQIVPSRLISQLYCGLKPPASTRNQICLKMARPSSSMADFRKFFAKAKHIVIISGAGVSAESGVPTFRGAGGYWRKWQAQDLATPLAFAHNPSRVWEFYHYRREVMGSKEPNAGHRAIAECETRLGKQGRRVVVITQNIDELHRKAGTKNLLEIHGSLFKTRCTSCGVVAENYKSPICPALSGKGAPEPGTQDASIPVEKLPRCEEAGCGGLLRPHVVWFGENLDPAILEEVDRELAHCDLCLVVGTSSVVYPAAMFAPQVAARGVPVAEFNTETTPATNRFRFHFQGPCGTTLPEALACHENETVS
* hit, by the source's call; ? = inconclusive; . = no result given.

SMILES | S100A4 inh HTS | Statin myotox sup | PglD inh | DENV2 CPE rescue | E-selectin induc | ERp5 block | SIRT5 inh
Cc1ccccc1Cn1nc(C)c(NC(=O)c2cc(-c3ccco3)on2)c1C | 2 | 12 | . | 18 | -0.7 | 4 | -5
O=C(Nc1nc2ccccc2n1CCN1CCOCC1)c1ccccc1 | -6 | -11 | -7 | 6 | . | 3 | 4
O=C(NC[C@H]1[C@@H](c2ccccc2)[C@@H](CO)N1CC1CCCC1)c1ccccc1 | -6 | 30 | -2 | 19 | 0.1 | 1 | -5
Cc1ccc(NC(=O)Cc2cc(C(=O)O)c3ccccc3n2)c(C)c1 | 0 | . | . | -5 | -0.4 | -2 | 1
COc1ccc2c3c([nH]c2c1)[C@H](CO)N(C(=O)Cc1ccccc1)CC31CN(C(=O)Nc2ccccc2F)C1 | -13 | . | . | 15 | -0.1 | -5 | 6
O=C(O)C(c1ccccc1)C(c1ccccc1)c1ccccc1 (stereo not given) | -2 | 10 | 8 | -2 | . | 3 | -3
O=[N+]([O-])CC(c1ccccc1)c1c[nH]c2ccccc12 (stereo not given) | -2 | -5 | 4 | 3 | 0.4 | 3 | -2
CN(CCCn1ccc(N)nc1=O)Cc1ccco1 | 0 | 6 | -1 | ? | -0.2 | 7 | -1
Cc1ccc(C(=O)Nc2ccccc2C(=O)N2CCCC(C)C2)cc1 (stereo not given) | 1 | -2 | -1 | ? | -0.1 | -4 | 0
COCCNC(=O)c1ccc(-n2c(SCc3cccnc3)nc3ccccc3c2=O)cc1 | 2 | -2 | 1 | 12 | -1.8 | 1 | .
OCC1(CCc2ccccc2)CCCN(CCCC(F)(F)F)C1 (stereo not given) | -2 | -7 | 1 | 0 | 0.1 | 1 | -2
c1ccc(-c2nn(-c3ccccc3)[n+](-c3ccccc3)n2)cc1 | 2 | -8 | . | 0 | -0.1 | 3 | .
C[C@]12CCC(=O)C=C1CC[C@@H]1[C@@H]2[C@@H](O)C[C@]2(C=O)[C@@H](C(=O)CO)CC[C@@H]12 | 6 | -11 | 1 | -1 | 0.1 | 4 | -4
CC(=O)c1ccc(NCC(=O)N2CCN(S(=O)(=O)c3ccccc3)CC2)cc1 | 0 | -1 | -5 | 2 | . | 2 | -3
CC(C)c1ccc(NS(=O)(=O)c2ccc(N3C(=O)CCC3=O)cc2)cc1 | 6 | . | . | -3 | 0.1 | 7 | -3
Cc1ccc(C2(C)NC(=O)N(CC(=O)Nc3cccnc3Cl)C2=O)cc1 (stereo not given) | 2 | . | . | 4 | -0.2 | -4 | -2
Cc1ccc(N2CC(C(=O)Nc3cc(C)on3)CC2=O)c(C)c1 (stereo not given) | -2 | -7 | -3 | 14 | 0.2 | 0 | -3
CC(C)(C)C(=O)NNC(=O)c1ccc(Oc2cc(Cl)cc(Cl)c2)o1 | 1 | 12 | . | 9 | . | 0 | -3
Cc1nc(CNS(=O)(=O)c2cccs2)cs1 | -4 | . | . | 0 | . | -3 | -2
CCCC(=O)Nc1ccc2c(c1)OC[C@@H](C)N(Cc1ccc(-c3ccccn3)cc1)C[C@H](C)[C@@H](OC)CN(C)C2=O | 8 | 10 | 3 | -11 | -0.2 | -5 | 3
COc1ccc(CCN2C(=NC(=O)CC(C)C)SC3CS(=O)(=O)CC32)cc1 (stereo not given) | -4 | 2 | 3 | 6 | . | 3 | 0
COc1ccc(OC)c(-c2cc(C(=O)NC3CCCC3)c3ccccc3n2)c1 | 0 | 3 | 2 | 36* | -0.1 | 3 | 0
Cc1ccc(S(=O)(=O)N2CCN(C(=O)CCc3c[nH]c4ccccc34)CC2)c(C)c1 | 3 | -10 | . | 2 | 0.8 | 2 | 5
CNS(=O)(=O)c1cc(C(=O)O)ccc1OC | 1 | . | . | 5 | . | 5 | -2
C[C@@H]1CN([C@H](C)CO)C(=O)c2cccc(NC(=O)NC3CCCCC3)c2O[C@H]1CN(C)C(=O)Nc1ccc(C(F)(F)F)cc1 | -1 | -58 | 2 | -2 | 0.1 | 3 | 2
c1ccc(C(=NNc2nc3ccccc3s2)c2ccccn2)cc1 | 1 | . | . | -3 | 0.7 | 3 | 0
O=C(Nc1ccc(C(F)(F)F)cc1)N[C@H]1CC[C@H](CC(=O)N2CCCCC2)O[C@H]1CO | 8 | 6 | -3 | -2 | -0.4 | 10 | -3
COC(=O)c1ccc(NC(=O)Nc2ccc([N+](=O)[O-])cc2)cc1 | 18 | 19 | -2 | 1 | 2.8 | -5 | -4
CCn1cc(C(=O)O)c(=O)c2cc(F)c(N3CCN(C(=S)NC(=O)c4ccc(OC)cc4)CC3)cc21 | -1 | 29 | 4 | -2 | . | -2 | -4
CC(Oc1ccccc1)c1ccnc2nc(N3CCOCC3)nn12 (stereo not given) | 0 | 6 | 5 | -3 | 0.4 | -3 | -4
Cc1ccc(NS(=O)(=O)c2c(C)[nH]c(C)c2C(=O)N2CCCC2)cc1 | -4 | -2 | -1 | -5 | 17 | 4 | -3
C[C@@H]1CN([C@@H](C)CO)C(=O)Cc2cc(NC(=O)Nc3ccc4c(c3)OCO4)ccc2O[C@H]1CN(C)C(=O)Nc1ccc(F)cc1 | . | 11 | -2 | 45* | -0.1 | . | .
Cc1ccc(S(=O)(=O)N(C)C[C@H]2Oc3ncc(-c4ccncc4)cc3C(=O)N([C@H](C)CO)C[C@@H]2C)cc1 | -4 | 13 | 0 | -2 | 0.3 | . | 6
Cc1ccc(S(=O)(=O)NCCc2cn3nc(C)c(C)nc3n2)cc1C | 1 | 0 | 5 | 0 | . | 6 | -14
C[C@@H]1CN([C@@H](C)CO)C(=O)c2cc(NC(=O)c3ccncc3)ccc2O[C@@H](C)CCCCO[C@H]1CN(C)Cc1ccc(C(F)(F)F)cc1 | 1 | 116* | 4 | -6 | -0.1 | 1 | 15
CCCCCCCN1C(Nc2ccccc2)=NC[C@@H]1CC(C)C | -25 | -29 | 4 | 0 | 0.0 | -3 | -5
COCCNC(=O)C[C@@H]1CC[C@@H]2[C@@H](COc3ccc(NC(=O)c4cc(C)on4)cc3C(=O)N2C)O1 | 8 | -12 | -3 | -3 | 0.1 | 11 | -1
CCN1C(=O)[C@H]2[C@@H](c3ccc(C)cc3)N[C@]3(CCCN(Cc4ccc(C)cc4)C3=O)[C@H]2C1=O | -6 | 10 | 3 | -16 | . | 4 | 0
O=C1NC2(CCCCCC2)C(=O)N1Cc1c(F)cccc1Cl | 4 | -4 | 5 | 0 | . | 2 | -5
CCC(=O)c1ccc(N2CCN(C(=O)c3cc([N+](=O)[O-])ccc3F)CC2)c(F)c1 | 0 | 15 | 3 | -1 | -1.8 | 3 | .
CS(=O)(=O)N(CC(=O)NCc1ccco1)c1cc(C(F)(F)F)ccc1Cl | 2 | 7 | -1 | 3 | . | -8 | -5
CCn1ncc(Cl)c1C(=O)Nc1ccncc1 | 3 | 13 | -2 | . | . | 4 | .
CO[C@@H]1CN(C)C(=O)c2ccc(NC(=O)c3cc(C)on3)cc2OC[C@@H](C)NC[C@H]1C | -7 | 9 | -1 | 3 | 0.2 | -1 | -5
CC(=O)OC[C@@H]1CN(Cc2cccc(C(F)(F)F)c2)C[C@H](n2cnc3c(N4CCOCC4)ncnc32)O1 | -2 | 13 | 3 | -1 | 0.1 | -4 | -10
CC(C)NC(=O)Nc1cccc2c1O[C@@H](CN(C)S(=O)(=O)c1ccccc1)[C@@H](C)CN([C@H](C)CO)C2=O | 11 | -28 | 4 | 3 | 8.0 | -1 | 0
Cc1ccc(NC(=S)Nc2ccc3[nH]c(=O)[nH]c3c2)cc1 | 0 | . | . | 5 | 2.9 | 2 | -1
O=C(CS(=O)(=O)Cc1ccccc1)Nc1ccc(Br)cc1F | 9 | -3 | -4 | -3 | 1.1 | 2 | -4
Cc1cc2cc(C#N)c(N3CCN(S(C)(=O)=O)CC3)nc2cc1C | 2 | -13 | 1 | ? | -0.5 | 4 | -6
CSc1nc2c(c(=O)[nH]1)C(c1ccccc1)C1=C(CC(C)(C)CC1=O)N2 (stereo not given) | -2 | . | . | 7 | . | -3 | -2
O=C(Nc1ccccc1F)N[C@@H]1CC[C@@H](CCNC(=O)C2CCC2)O[C@H]1CO | 2 | -2 | 0 | -8 | 0.1 | -1 | -2

Additional entries follow.
SMILES | S100A4 inh HTS | Statin myotox sup | PglD inh | DENV2 CPE rescue | E-selectin induc | ERp5 block | SIRT5 inh
O=c1[nH]cnc2c1c(-c1ccccc1)cn2-c1ccccc1 | -5 | 15 | -2 | 1 | . | -9 | -2
N#Cc1cc2ccc(N3CCOCC3)cc2cc1C#N | -1 | 12 | -1 | 3 | . | -2 | -1
COc1ccc(OC)c(NC(=O)CCNS(=O)(=O)c2ccc3[nH]c(=O)oc3c2)c1 | 11 | -155 | -7 | 12 | . | 1 | 2
Cc1onc(-c2ccccc2Cl)c1C(=O)OCC(=O)N1CCCCC1 | -5 | -7 | -2 | -8 | -1.1 | -1 | -4
Cc1cc(CN(Nc2ccccc2)c2ccccc2)cc(C)n1 | -5 | 0 | -6 | ? | -0.2 | -1 | 6
CCOC(=O)CC1COCCN1Cc1cn[nH]c1-c1ccc2c(c1)OCO2 (stereo not given) | 2 | -6 | -2 | -2 | 1.5 | -4 | 0
CC(c1ccon1)N(C)C(=O)CCc1nnc(CCCCc2ccccc2)o1 (stereo not given) | -8 | 2 | -5 | 19 | . | 3 | -3
COCC(=O)N1[C@H](CO)[C@@H]2c3ccccc3N(C)C[C@@H]21 | 3 | . | . | -6 | 0.1 | -3 | 2
CC(C)(C)NC(=O)c1cccc2c1-c1ccccc1C2=O | -4 | 22 | -1 | 7 | . | 0 | -3
COc1ccccc1NC(=O)CSc1nnc(C)s1 | -3 | 27 | -8 | 7 | . | 5 | -4

A portion from further up, as a working copy:
SMILES | S100A4 inh HTS | Statin myotox sup | PglD inh | DENV2 CPE rescue | E-selectin induc | ERp5 block | SIRT5 inh
N#Cc1cc2ccc(N3CCOCC3)cc2cc1C#N | -1 | 12 | -1 | 3 | . | -2 | -1
COc1ccc(OC)c(NC(=O)CCNS(=O)(=O)c2ccc3[nH]c(=O)oc3c2)c1 | 11 | -155 | -7 | 12 | . | 1 | 2
Cc1onc(-c2ccccc2Cl)c1C(=O)OCC(=O)N1CCCCC1 | -5 | -7 | -2 | -8 | -1.1 | -1 | -4

Record cards, as listed above:
Record of N#Cc1cc2ccc(N3CCOCC3)cc2cc1C#N = S100A4 inh HTS: -1; Statin myotox sup: 12; PglD inh: -1; DENV2 CPE rescue: 3; E-selectin induc: .; ERp5 block: -2; SIRT5 inh: -1
Record of Cc1cc(CN(Nc2ccccc2)c2ccccc2)cc(C)n1 = S100A4 inh HTS: -5; Statin myotox sup: 0; PglD inh: -6; DENV2 CPE rescue: ?; E-selectin induc: -0.2; ERp5 block: -1; SIRT5 inh: 6

Carrying on.
SMILES | S100A4 inh HTS | Statin myotox sup | PglD inh | DENV2 CPE rescue | E-selectin induc | ERp5 block | SIRT5 inh
COC(=O)c1ccc(CN2CCN(Cc3ccc(F)cc3)C(CCO)C2)cc1 (stereo not given) | -1 | . | . | -3 | . | 0 | -5
C[C@H]1CN([C@@H](C)CO)C(=O)c2ccccc2-c2ccccc2CO[C@H]1CN(C)C(=O)Cc1ccccc1 | -4 | . | 0 | -4 | -3.4 | 0 | 3
C=CCSc1nc2ccsc2c(=O)n1-c1cccnc1 | 0 | . | . | -2 | . | 1 | 2
COc1ccc(N2CC(NC(=O)NCC(C)C)CC2=O)cc1 (stereo not given) | 1 | . | . | . | -0.4 | -5 | 12
O=C(COc1ncnc2ccc(Br)cc12)NCc1ccco1 | 2 | . | -6 | -6 | 4.4 | 5 | 0
CCOC(=O)CSC1=C(C#N)C(c2ccc(C)o2)CC(=O)N1 (stereo not given) | -3 | . | 1 | 7 | -0.1 | 0 | 0
Cc1ccc(NC(=O)CN2CCc3cc4c(cc3C2)OCCCO4)cc1C | 8 | 11 | -6 | 17 | . | 5 | -2
COc1ccc(S(=O)(=O)N[C@@H]2CC[C@@H](CCn3cc(C(C)C)nn3)O[C@@H]2CO)cc1 | -39 | -7 | 5 | 6 | 0.0 | 3 | 1

Bioassay records: PubChem, Broad Institute

The list is partial; rates above refer to the full screens.
